EBI2 antag: blocks human EBI2 receptor beta-arrestin signaling; P32249; EBI2 beta-arrestin recruitment, luminescence, 7a,25-OHC stimulated; inhibition, % at 5 µM; 0.81% of 360,000 active; AID 651636; in the data active = inhibition above about 38%;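 also: enzyme fragment complementation signal reports receptor beta-arrestin coupling in cells; 0% = agonist plus DMSO wells and 100% = wells without agonist; some results beyond the cut were filed as inactive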
Target sequence (P32249 whole entry, looked up, the tested form may be a part): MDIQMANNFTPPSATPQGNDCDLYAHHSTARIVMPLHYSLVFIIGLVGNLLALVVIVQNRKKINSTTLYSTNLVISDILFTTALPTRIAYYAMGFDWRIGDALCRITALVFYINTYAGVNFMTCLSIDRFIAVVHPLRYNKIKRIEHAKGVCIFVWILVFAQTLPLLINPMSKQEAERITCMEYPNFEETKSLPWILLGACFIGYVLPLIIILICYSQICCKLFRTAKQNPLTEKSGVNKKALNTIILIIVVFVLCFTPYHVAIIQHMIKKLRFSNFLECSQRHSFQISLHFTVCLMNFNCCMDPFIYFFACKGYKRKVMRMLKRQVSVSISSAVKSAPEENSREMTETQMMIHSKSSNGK
An asterisk follows results filed as active.

EBI2 antag | Compound
-5.8 | OC(c1ccc(F)c(F)c1)c1nc(-c2cccc3cccnc23)cs1 (stereo unspecified)
5.5 | Cc1cc(C)c(C(O)c2ncc(-c3cccc4ccccc34)[nH]2)c(C)c1 (stereo unspecified)
3.5 | Cc1ccc(C2CC(c3ccccc3)=NN2c2ccc(S(N)(=O)=O)cc2)cc1 (stereo unspecified)
3.3 | CCCCCNC(=O)C(c1ccc(OC)cc1)n1c(=O)c(-c2ccco2)nc2ccccc21 (stereo unspecified)
-5.4 | Cc1ccc(F)c(S(=O)(=O)NC(=O)C2(C)CCN2C(=O)Cc2ccccc2Cl)c1 (stereo unspecified)
9.6 | COc1cccc(CCOC(=O)c2c(-c3ccsc3)oc3c2C(OC(C)=O)CCC3)c1 (stereo unspecified)
-12.7 | CC(=O)Nc1cccc(C(=O)OCC(=O)NC(=O)NC2CCCC2)c1
0.6 | COC(=O)C(C(=O)OC)c1cc2c(cc1CNS(=O)(=O)c1ccc(C)cc1)OCO2
2.6 | Cc1ccccc1CN1C(=O)CSCC1(C)C(=O)Nc1ccc2c(c1)OCCO2 (stereo unspecified)
8.1 | CC(O)(c1cccnc1)c1nc(-c2cccc(F)c2)cs1 (stereo unspecified)

The last three records of the section before are carried over, then new ones follow.
EBI2 antag | Compound
0.6 | COC(=O)C(C(=O)OC)c1cc2c(cc1CNS(=O)(=O)c1ccc(C)cc1)OCO2
2.6 | Cc1ccccc1CN1C(=O)CSCC1(C)C(=O)Nc1ccc2c(c1)OCCO2 (stereo unspecified)
8.1 | CC(O)(c1cccnc1)c1nc(-c2cccc(F)c2)cs1 (stereo unspecified)
10.3 | COc1ccc(-c2ccc(C(=O)Nc3cc(OC)c(OC)c(OC)c3)c3occc23)c(C)c1
-14.4 | CCOC(=O)[C@@H](NC(=O)/C=C/[C@H]1O[C@@H](n2ccc(=O)[nH]c2=O)[C@H](O)[C@@H]1O)C(C)C
28.6 | COC(=O)c1ccc2nc(C3CCCCC3)c(Cc3cccc(Cl)c3)n2c1
-6.1 | CC(=O)N1CCC(C(=O)N2c3ccccc3N=C(c3ccc(C(F)(F)F)cc3)C2C(=O)NC(C)(C)C)CC1 (stereo unspecified)
21.3 | COc1cc(C2(C)SCCCS2)cc(OC)c1OC
4.5 | CCOC(=O)c1sc2nc(OCc3cccnc3)cc(C)c2c1N
15.3 | O=C1[C@H]2[C@@H](c3ccccc3)N[C@]3(CCCN(Cc4ccc(Br)cc4)C3=O)[C@H]2C(=O)N1Cc1ccccc1
-7.2 | CCCNC(=O)C[C@@H]1C[C@H]2c3cc(NC(=O)c4ccc5c(c4)OCO5)ccc3O[C@H]2[C@@H](CO)O1
-5.2 | O=C(Cn1ccnc1[N+](=O)[O-])N(CCO)CCO
-2.1 | COc1ccc(C(=O)NCC2(c3ccc(OC)c(OC)c3)CCCC2)cc1OC
-2.4 | CCC(C(=O)NC1CCCC1)n1c(C2CCCC2)nc2ccccc21 (stereo unspecified)
-2.0 | CCCNC(=O)C1(C)CCCN(C(=O)c2ccc(F)cc2Cl)C1 (stereo unspecified)
30.5 | CCOC(=O)C1CCCN(C(=O)c2ccc3ccccc3c2)CC1 (stereo unspecified)
0.0 | CC(=O)C1=CCC(c2ccccc2F)N(S(=O)(=O)c2ccc(C)cc2)C1 (stereo unspecified)
-9.6 | CNc1ccc(/C=C\CCCO)cn1
-7.1 | Clc1cccc(-c2nc3ccc(Cl)cn3c2Cc2ccsc2)c1
2.4 | CCCNC(=O)C1(C)CCCN(C(=O)COc2ccc(C(C)(C)C)cc2)C1 (stereo unspecified)
12.6 | COc1ccc(-c2sc3ccccc3c2-c2ccc(OC)cc2F)cc1
-5.6 | CC(=O)N1N=C(N)SC1c1ccc(Cl)c(Cl)c1 (stereo unspecified)
-9.0 | Cc1cn([C@H]2C[C@H](O)[C@@H](CNCc3ccc(N4CCN(C)CC4)cc3F)O2)c(=O)[nH]c1=O
-6.6 | C[C@@H]1CN([C@H](C)CO)C(=O)CCCn2nncc2CO[C@H]1CN(C)C(=O)c1cc(-c2ccccc2)on1
-17.7 | c1ccc(CNc2nc(NCc3ccccc3)c3sccc3n2)cc1
0.9 | Cc1ccc([C@H]2C[C@H](n3cc(COC(=O)c4ccccc4)nn3)[C@@H](O)CN2C(=O)c2cccs2)cc1
9.1 | CC(C)C1C(=O)N(Cc2cn(CCC3OCCO3)nn2)CCS(=O)(=O)N1Cc1ccc(-c2ccc(F)cc2)cc1 (stereo unspecified)
-9.4 | CCCS(=O)(=O)NC(=O)C1(C)CCN(C(=O)Cc2cccc3ccccc23)C1 (stereo unspecified)
2.6 | COCCNc1nc2cc(-c3ccc(F)cc3)sc2c(=O)n1C
-3.4 | CCOc1ccc(OCCC(=O)OCC(=O)c2c(N)n(CC(C)C)c(=O)n(C)c2=O)cc1
-19.7 | CC(C)Sc1nc(-c2cccs2)nc2cc(Cl)ccc12
-13.5 | O=C(Nc1ccccc1)c1ccccc1Br
0.5 | COCCNC(=O)C1(C)CCCN(C(=O)c2ccc(C(F)(F)F)cc2)C1 (stereo unspecified)
8.9 | CC(C)Nc1ncnc2c1ncn2[C@H]1CN(Cc2ccccc2)C[C@@H](CO)O1
0.2 | Cc1cc(NC(=O)CN2C(=O)/C(=C/c3ccc(C(C)C)cc3)SC2=S)no1
3.2 | Cc1cccc(C)c1NC(=O)C1c2ccccc2OCC(=O)N1CCc1c[nH]c2ccccc12 (stereo unspecified)
3.9 | CC(C)(C)c1csc(NC(=O)CCS(=O)(=O)c2ccc(F)cc2)n1
-6.8 | Nc1ccn(C(C=O)CC(C=O)CO)c(=O)n1 (stereo unspecified)
7.5 | COc1ccc([C@H]2C[C@@H](n3cc(COC(=O)c4ccccc4)nn3)[C@H](O)CN2C(=O)C2CCCCC2)cc1
-12.0 | O=C1C(Sc2cccc(F)c2)=C[C@@]2(O)CC[C@@H](O)[C@]1(Sc1cccc(F)c1)[C@H]2O
-8.7 | CCOC(=O)C1(C)CCCN(C(=O)c2cc(F)ccc2C)C1 (stereo unspecified)
1.2 | Cc1ccc([C@H]2C[C@H](n3cc(C4CC4)nn3)[C@@H](O)CN2C(=O)c2cccs2)cc1
18.9 | CCCc1nc2ccc(C(=O)OC)cn2c1Cc1ccccc1C(F)(F)F
-0.3 | COc1ccc(CN2C(=O)c3ccccc3C2c2nnnn2C(C)C)cc1OC (stereo unspecified)
6.3 | O=C(Nc1ccccc1)c1cc(C2CCCCN2S(=O)(=O)c2ccc(F)cc2F)on1 (stereo unspecified)
9.4 | OC(c1cccc(Cl)c1)c1nc(-c2ccccc2)cs1 (stereo unspecified)
2.1 | CN1c2ccccc2SC2C(c3ccccc3)=NOC21 (stereo unspecified)
-9.2 | CC(C)(C)S(=O)N1Cc2cc(C(=O)NCc3ccc4c(c3)OCO4)nc(-c3cccc(-c4ccncc4)c3)c2[C@H]1CCO (stereo partly specified)
-6.0 | CC(C)(C)OC(=O)N1CCC[C@@H]1C(=O)NCc1ccccc1Cl
1.8 | ON=C(c1ccccc1)c1ccc2c3c(cccc13)CC2
22.9 | Cc1cccnc1C(NC(=O)C1CCN(CCOc2ccc(F)cc2)CC1)c1ccc(F)cc1 (stereo unspecified)
1.6 | O=C(c1cc(Cl)cc(Cl)c1)N1CCC(=O)N([C@H](COCc2ccccc2)Cc2ccccc2)CC1
-3.9 | Cc1ccc2ccc(C(Nc3ccccc3)c3ccccc3)c(O)c2n1 (stereo unspecified)

Further records
EBI2 antag | Compound
4.3 | COC(=O)c1ccc2nc(-c3ccco3)c(Cc3ccc(OC)cc3C)n2c1
-4.1 | O=C1Nc2ccccc2N=C(c2ccc3c(c2)OCO3)C1N(C(=O)c1ccnc2ccccc12)c1ccccc1 (stereo unspecified)
-3.4 | Cc1cc2nc(-c3nnnn3-c3c(C)cccc3C)c(=O)[nH]c2cc1C
1.8 | Cc1ccccc1-c1cnc(C(O)c2c(C)ccc3ccccc23)[nH]1 (stereo unspecified)
-15.1 | CCc1c(O)nc(SCC(=O)Nc2ccccc2)n(-c2ccccc2C)c1=O
1.8 | CC1(C(=O)Nc2cccc3c2CCCC3)CCN1C(=O)c1cccc(F)c1 (stereo unspecified)
0.4 | O=C1NC[C@@H](CCCCN2C[C@H](Cc3ccc(O)cc3)N(CCc3ccccc3)C(=O)C2=O)N(CCc2ccccc2)C1=O
-3.7 | O=NN(CC(=O)NNc1ccccc1)CC(=O)NNc1ccccc1
-2.4 | CCN(CC)C(=O)c1ccc2nc([C@@H]3O[C@H](CO)[C@H](O)[C@H](O)[C@H]3O)[nH]c2c1
-10.0 | O=C(Nc1nnc([C@@H]2C[C@H](O)[C@@H](CO)O2)s1)NC1CCCCC1

Seven entries from above, bar-delimited.
compound | EBI2 antag
CCOC(=O)C1(C)CCCN(C(=O)c2cc(F)ccc2C)C1 (stereo unspecified) | -8.7
COc1cc(C2(C)SCCCS2)cc(OC)c1OC | 21.3
Clc1cccc(-c2nc3ccc(Cl)cn3c2Cc2ccsc2)c1 | -7.1
CNc1ccc(/C=C\CCCO)cn1 | -9.6
ON=C(c1ccccc1)c1ccc2c3c(cccc13)CC2 | 1.8
Cc1ccc(F)c(S(=O)(=O)NC(=O)C2(C)CCN2C(=O)Cc2ccccc2Cl)c1 (stereo unspecified) | -5.4
O=C(Nc1ccccc1)c1ccccc1Br | -13.5

Remaining list, next part:
EBI2 antag | Compound
-2.6 | CCCCCCn1cc(CN(C)C2CN(Cc3cn(CCCCCC)nn3)S(=O)(=O)C2)nn1 (stereo unspecified)
18.8 | C=Cc1ccc(CC2(C)C(=O)Nc3ccc(-c4cccnc4)cc32)cc1 (stereo unspecified)
-4.0 | CN(C)c1ncnc2c1ncn2[C@H]1CN(Cc2ccccc2)C[C@@H](CO)O1
-5.3 | O=C(NCc1cccnc1)c1cc(C2CCCN(C(=O)c3cccc(O)c3)C2)on1 (stereo unspecified)
-6.8 | CSc1cccc(NC(=O)CCCOc2cc(=O)n(C)c3ccccc23)c1
17.2 | C#CCN(C[C@@H]1[C@@H](OC(=O)NCc2ccco2)[C@@H](OC(=O)NCc2ccco2)Cn2c(=O)n(CCCCCC)c(=O)n21)S(=O)(=O)c1ccc(C)cc1
-12.9 | CCOC(=O)c1cc2ccccc2n1C1CCN(C)CC1
-1.9 | CCCCn1c(O)c2n(c1=O)Cc1ccccc1N=C2c1ccccc1
-2.9 | O=C(CC(NC(=O)OCc1ccccc1)c1nn[nH]n1)OCc1ccccc1 (stereo unspecified)
3.2 | C[C@@H]1CCCCO[C@@H](CN(C)S(=O)(=O)c2cccs2)[C@@H](C)CN([C@H](C)CO)C(=O)c2cc(NS(=O)(=O)c3ccccc3)ccc2O1
-4.0 | CCc1nc2ccc(C(=O)Nc3cccc(OCC(=O)N(C)C)c3)cn2c1N(C)Cc1ccc(OC)cc1
0.6 | C[C@@H]1CN([C@@H](C)CO)C(=O)c2cc(N(C)C)ccc2O[C@@H](C)CCCCO[C@@H]1CN(C)S(=O)(=O)c1cccs1
-8.7 | COc1ccncc1-c1csc(C(O)c2ccccc2)n1 (stereo unspecified)
1.5 | COc1cccc(CNC(=O)[C@@H]2CCCN2C(=O)[C@H]2CCCCN2C(=O)c2ccccc2C)c1
-3.6 | COc1ccc(C(=O)OCC(=O)NC23CC4CC(CC(C4)C2)C3)c(O)c1
5.2 | O=C(O)Cc1ccc(N2N=C(c3ccccc3)CC2=O)cc1
10.0 | CC(=O)NC(c1ccc(F)c(F)c1)c1nc(-c2cccc(C(C)C)c2)cs1 (stereo unspecified)
8.2 | COc1ccc(NC(=O)c2sc(=O)n(Cc3ccc4ccccc4c3)c2C)cc1OC
-0.5 | CCCCCNC(=O)C1C(=O)Nc2ccccc2C(=O)N1c1c(C)cccc1C (stereo unspecified)
13.1 | CCCCCCCCN1C(=O)[C@H](CC(=O)NCc2ccc(C)o2)C[C@@]2(C(=O)OC)CC(C)(C)CC=C12
-4.7 | CCC(c1ccccc1)c1noc(CCN(CC)CC)n1 (stereo unspecified)
-11.3 | Cc1ccc(NC(=O)c2ncn(CCCNCC3CCCCC3)n2)cc1C
3.1 | Cc1ccc(S(=O)(=O)N2[C@@H](CO)CO[C@H]2CC(=O)c2ccccc2)cc1
19.9 | Clc1cccc(CNc2ccn3nc(-c4ccc(OCc5ccccc5)cc4)cc3n2)c1
11.1 | COC(=O)C1=CN(c2ccc(OC)cc2OC)C(N)=C(C#N)C1c1ccc(OC)cc1 (stereo unspecified)
3.3 | O=C(O)c1ccc(CNC(=O)C2CCN(S(=O)(=O)c3cccs3)CC2)cc1
12.9 | COc1ccc(-c2ccc(C(=O)Nc3cccc(NS(C)(=O)=O)c3)c3occc23)c(C)c1
-0.5 | COc1cccc(CN(C)C(=O)c2ccc(S(=O)(=O)Nc3ccccc3C)cc2)c1OC
-7.9 | COCOc1ccc(-c2ncc(OC)nc2NC(=O)c2ccsc2)cc1
-1.3 | COCC(=O)Nc1ccc2c(c1)[C@@H]1C[C@H](CC(=O)OC)O[C@@H](CO)[C@@H]1O2
14.3 | COc1cc(F)ccc1-c1csc(C(C)(NC(C)=O)c2ccccc2)n1 (stereo unspecified)
25.4 | COC(=O)C1=CN(c2ccc(C(C)(C)C)cc2)C(N)=C(C#N)C1c1ccccc1F (stereo unspecified)
-0.2 | CC1(C(=O)NC2CCN(Cc3ccccc3)CC2)CCN1Cc1ccc(OC(F)(F)F)cc1 (stereo unspecified)
-7.5 | C[C@@H]1CN([C@H](C)CO)C(=O)CCCn2cc(nn2)CO[C@H]1CN(C)C(=O)c1ccccc1
-2.2 | Cn1c(=O)ccc2ccccc21
8.2 | CCC(c1nnnn1-c1ccc2c(c1)OCCO2)N1CCc2ccccc2C1 (stereo unspecified)
-8.2 | COc1cc(C(=O)N2CCOC23CCN(Cc2ccccc2)CC3)cc(OC)c1OC
5.3 | COc1ccc(Cl)cc1NC(=O)C1CC(c2ccccc2Cl)=NO1 (stereo unspecified)
-1.4 | C[C@@H]1CN([C@H](C)CO)C(=O)CCCn2cc(nn2)CO[C@H]1CN(C)C(=O)C1CCCCC1
-1.5 | C[C@@H]1O[C@H](C2CCCC2)Cc2[nH]c(=S)[nH]c(=O)c21
16.5 | c1coc(-c2cc3nc(NC4CCCCC4)ccn3n2)c1
1.2 | COc1ccccc1CCC(=O)Nc1ccc2c(c1)c(=O)n(C)n2Cc1ccc(F)cc1
37.5 | COc1ccc(-c2ccc(C(=O)Nc3cccc(Oc4ccccc4)c3)c3occc23)c(C)c1

Assay outcomes from PubChem.

These rows are one share of the data; rates above refer to the full screens.
